High-throughput results (PubChem BioAssay)
KDM5B inhibitor: KDM5B demethylase inhibition; Q9UGL1; KDM5B demethylase, FDH-coupled NADH fluorescence (FDH is formaldehyde dehydrogenase); Potency, µM (titrated, usually from 57.7 µM), without a hit: at the top dose activity change, negative = inhibition, hits mostly inhibitors; actives 2.6% (n = 220,000); active means well fitted inhibition curve with a large enough effect; inconclusive means small, poorly fitted or top-dose-only effect; inactive means no such curve, though single readings can be large or run the other way; further: 0% is about no effect; nearly all actives have a fitted effect of over 70% in size
Target sequence (Q9UGL1 whole entry, looked up): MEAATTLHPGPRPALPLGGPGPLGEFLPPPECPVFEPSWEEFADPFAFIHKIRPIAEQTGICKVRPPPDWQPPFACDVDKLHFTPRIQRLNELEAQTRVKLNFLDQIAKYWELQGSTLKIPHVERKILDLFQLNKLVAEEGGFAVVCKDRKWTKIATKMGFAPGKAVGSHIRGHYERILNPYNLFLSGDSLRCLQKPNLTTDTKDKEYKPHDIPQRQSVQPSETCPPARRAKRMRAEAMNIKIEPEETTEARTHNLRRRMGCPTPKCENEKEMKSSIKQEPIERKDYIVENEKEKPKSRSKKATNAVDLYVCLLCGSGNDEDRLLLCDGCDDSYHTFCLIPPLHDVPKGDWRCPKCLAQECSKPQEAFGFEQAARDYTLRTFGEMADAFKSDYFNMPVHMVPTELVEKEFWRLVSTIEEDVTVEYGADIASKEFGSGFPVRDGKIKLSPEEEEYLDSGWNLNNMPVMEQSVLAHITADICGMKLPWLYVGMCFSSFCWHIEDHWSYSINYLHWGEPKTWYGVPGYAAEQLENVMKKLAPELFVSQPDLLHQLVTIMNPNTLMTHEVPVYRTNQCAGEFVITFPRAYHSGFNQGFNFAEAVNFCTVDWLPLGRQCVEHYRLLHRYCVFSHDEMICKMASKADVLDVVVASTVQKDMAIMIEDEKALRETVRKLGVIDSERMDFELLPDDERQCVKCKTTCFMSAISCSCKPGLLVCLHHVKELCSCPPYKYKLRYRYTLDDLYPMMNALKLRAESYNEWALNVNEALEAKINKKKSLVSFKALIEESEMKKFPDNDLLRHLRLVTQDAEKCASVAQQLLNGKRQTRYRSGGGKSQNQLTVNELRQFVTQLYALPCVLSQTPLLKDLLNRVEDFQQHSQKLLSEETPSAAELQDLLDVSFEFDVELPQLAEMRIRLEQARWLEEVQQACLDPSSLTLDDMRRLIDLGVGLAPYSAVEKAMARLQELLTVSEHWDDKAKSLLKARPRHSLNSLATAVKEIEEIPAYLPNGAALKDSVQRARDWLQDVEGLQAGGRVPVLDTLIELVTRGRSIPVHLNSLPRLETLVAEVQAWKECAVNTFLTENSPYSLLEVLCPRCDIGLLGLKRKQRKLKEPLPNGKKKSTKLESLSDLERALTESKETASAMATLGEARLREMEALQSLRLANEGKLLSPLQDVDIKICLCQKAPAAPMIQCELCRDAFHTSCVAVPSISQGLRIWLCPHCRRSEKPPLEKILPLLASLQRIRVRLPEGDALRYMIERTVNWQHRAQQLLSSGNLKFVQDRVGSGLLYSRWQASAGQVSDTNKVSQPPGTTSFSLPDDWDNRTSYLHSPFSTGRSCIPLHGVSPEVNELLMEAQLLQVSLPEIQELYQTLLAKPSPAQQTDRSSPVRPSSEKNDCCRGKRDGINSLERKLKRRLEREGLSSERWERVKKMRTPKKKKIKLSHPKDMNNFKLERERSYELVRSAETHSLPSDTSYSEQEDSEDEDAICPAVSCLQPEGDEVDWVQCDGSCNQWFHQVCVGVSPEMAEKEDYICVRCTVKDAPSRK
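qHTS format, multiple compound concentrations. Buffer 50 mM HEPES pH 7.5/0.01% Tween-20; 200 nM KDM5BΔAP final; 10 min compound preincubation; substrate-mix levels 12.5 µM peptide, 25 µM α-KG, 0.25 mM NAD⁺; 30 min RT; ΔRFU.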
* = called active by the depositor; ? = inconclusive; & = joins results of further samples; [ ] = remark or other dose. Potency means the concentration at half of the fitted maximal effect. Not all compounds are listed (hit frequency here may not be typical).

The first 15 entries, to show the layout:
SMILES | KDM5B inhibitor
COc1ccc(CNC(=O)CSc2cc(C)nc3c(-c4ccccc4OC)c(C)nn23)cc1 | 12.3%
Cc1ccc(CN2C(=O)c3ccccc3Sc3ccc(C(=O)NC4CCCC4)cc32)cc1 | -7.1%
CN(C)S(=O)(=O)c1cc(C(=O)Nc2ccn(C)n2)c(Cl)cc1Cl | 29.7%
CCOc1ccc(Cn2c(=O)c3sccc3n(CC(=O)NCc3ccc4c(c3)OCO4)c2=O)cc1 | 8.6%
Cc1ccccc1C(=O)Nc1ccc(OCc2cc(=O)n3ccccc3n2)cc1 | 1.8%
Cc1noc([C@@H](C)NC(=O)c2nc3ccccc3[nH]2)c1C(=O)O | ?
O=C(NCc1ccc(-c2cccc(Cl)c2)o1)[C@H]1CCC[C@@H](O)C1 | ?
COc1cc(C#N)ccc1OCc1ccc(F)cc1Cl | 30.5%
CCOc1cccc(-c2nc3ccccc3c(=O)o2)c1 | -36.4%
COc1ccc(-c2ccc3c(n2)CNC(=O)CO3)cc1F | ?
COc1ccccc1NC(=O)c1c(NC(=O)c2ccccc2F)sc2c1CCC2 | ?
Cn1c(=O)c(-c2noc(C(=O)N3CCC(c4ccccc4)C3)n2)nn(-c2ccc(F)cc2)c1=O (stereo not given) | ?
CN(C)[S+](=O)([O-])c1ccc2c(c1)OCCN(Cc1ccccc1Cl)C2 | -28.4%[86.2 µM]
CCCCc1cc(C[C@H]2CNCC[C@H]2CC(=O)N(CC)CC)no1 | -1.1%[86.2 µM]
CCCOc1ccccc1-c1nc(SCC(=O)c2ccccc2)n[nH]1 | -23.1%

Results, from the first entry:
SMILES | KDM5B inhibitor
COc1ccc(CNC(=O)CSc2cc(C)nc3c(-c4ccccc4OC)c(C)nn23)cc1 | 12.3%
Cc1ccc(CN2C(=O)c3ccccc3Sc3ccc(C(=O)NC4CCCC4)cc32)cc1 | -7.1%
CN(C)S(=O)(=O)c1cc(C(=O)Nc2ccn(C)n2)c(Cl)cc1Cl | 29.7%
CCOc1ccc(Cn2c(=O)c3sccc3n(CC(=O)NCc3ccc4c(c3)OCO4)c2=O)cc1 | 8.6%
Cc1ccccc1C(=O)Nc1ccc(OCc2cc(=O)n3ccccc3n2)cc1 | 1.8%
Cc1noc([C@@H](C)NC(=O)c2nc3ccccc3[nH]2)c1C(=O)O | ?
O=C(NCc1ccc(-c2cccc(Cl)c2)o1)[C@H]1CCC[C@@H](O)C1 | ?
COc1cc(C#N)ccc1OCc1ccc(F)cc1Cl | 30.5%
CCOc1cccc(-c2nc3ccccc3c(=O)o2)c1 | -36.4%
COc1ccc(-c2ccc3c(n2)CNC(=O)CO3)cc1F | ?
COc1ccccc1NC(=O)c1c(NC(=O)c2ccccc2F)sc2c1CCC2 | ?
Cn1c(=O)c(-c2noc(C(=O)N3CCC(c4ccccc4)C3)n2)nn(-c2ccc(F)cc2)c1=O (stereo not given) | ?
CN(C)[S+](=O)([O-])c1ccc2c(c1)OCCN(Cc1ccccc1Cl)C2 | -28.4%[86.2 µM]
CCCCc1cc(C[C@H]2CNCC[C@H]2CC(=O)N(CC)CC)no1 | -1.1%[86.2 µM]
CCCOc1ccccc1-c1nc(SCC(=O)c2ccccc2)n[nH]1 | -23.1%
CCCn1c(NC(=O)CCOc2ccccc2)nc2ccccc21 | 8.2%
Cc1ccccc1N1Cc2c(NCCc3ccc(Cl)cc3)ncnc2N(C)CC1=O | ?
COc1cccc(C(=O)N2C(C(=O)NC(C)C)COC23CCN(C(=O)CC(C)(C)C)CC3)c1 (stereo not given) | -4.0%
CCN(CC)C(=O)COc1cc(O)c2c(=O)cc(-c3ccccc3)oc2c1 | 0.5%
CN(Cc1ccccc1C(F)(F)F)C1CCc2ccccc21 (stereo not given) | -0.4%&22.9%[86.2 µM]
Cc1ccc(-c2nnc(C3CN(C(=O)CC(C)(C)C)CC34CCOCC4)o2)cc1 (stereo not given) | 30.5%[activator]
CCOc1ccccc1CN1CCN(C(=O)CC2CCOCC2)CC1 | 7.8%
CC(C)NC(=O)C(=O)NCCc1c[nH]c2ccccc12 | 12.9%
CCOc1ccc(S(=O)(=O)N(CC(=O)Nc2cccnc2)c2ccccc2)cc1 | -20.0%
Fc1cccc(NC(=S)NCc2cccs2)c1 | -17.4%
CSc1ncc(C(=O)N2CCN(c3cccc(Cl)c3)CC2)c(C)n1 | ?
COCc1c(C(=O)N2CCCn3ccnc3C2C(C)C)noc1C (stereo not given) | 14.8%
CCOC(=O)c1cccc(NC(=O)CCc2nc3cccnc3n2-c2ccccc2)c1 | -12.1%
Cc1cc(C(=O)N2CC[C@@H]3CN(Cc4ccccc4)[C@@H]3C2)nn1C | 5.8%
COc1ccc(/C=C(/C#N)C(=O)Nc2cccc3ncccc23)cc1 | ?
CC1(C)CC(=O)C2=C(C1)N(c1ccccc1C(F)(F)F)C(N)=C(C#N)C21C(=O)Nc2ccc(F)cc21 (stereo not given) | 18.6%
C=C(C)CN1CCN(Cc2ccc(C#N)cc2)CC1 | 7.2%
O=C(OCC(=O)N1CCCCCC1)c1cnc2ccccc2n1 | 0.3%
CCOC(=O)N1CCc2c(sc3c2c(=O)n(Cc2ccccc2)c(=O)n3Cc2cccc(Cl)c2)C1 | -13.3%
O=C(CC(F)(F)F)NCCc1noc(-c2ccccc2)n1 | -9.6%
Cc1cccc(CN2CCCC(O)(CN3CCNC(=O)C3(C)C)C2=O)c1 (stereo not given) | -25.7%
O=C(Cc1ccc(F)cc1)N1CC(c2nnc(-c3ccncc3)o2)C2(CCOCC2)C1 (stereo not given) | 21.2%
Cc1cc(N2CCN(C(=O)[C@H]3CC[C@@H](N)C3)CC2)n2ncnc2n1 | -24.8%
OCc1ccccc1N=Cc1cccnc1 | -22.9%
O=C(CC(F)(F)F)N1CCOc2ccc(CN3CCc4ccccc4C3)cc2C1 | -28.9%
COc1ccc(Nc2cc(C)nc(Nc3ccc(NC(=O)C4CCCCC4)cc3)n2)cc1 | ?
O=C(O)c1ccc(NC(=O)c2cc(S(=O)(=O)N3CCCCC3)c(Cl)cc2Cl)cc1 | -10.0%
N[C@@H]1CCN(Cc2ccccc2OCc2ccc(Cl)cc2)C[C@H]1O | 7.9%
Cc1cc(C)cc(NC(=O)Cn2cc(C(=O)c3ccncc3)c(=O)c3cc(C)c(C)cc32)c1 | -21.3%
CCOC(=O)C1CCCN(S(=O)(=O)c2cc(Br)cc3c2N(C(C)=O)CC3)C1 (stereo not given) | -10.9%
COc1cccc(Nc2nc(-c3ccccc3)c3cc(C)ccc3n2)c1 | ?
Cn1cccc1C(=O)N1CCCN(C(=O)C2CC2)C(c2ccccc2)CC(=O)NCC1 (stereo not given) | 2.5%
CNc1snc(C)c1C(=O)OC(C)C(=O)NC1CCCCC1 (stereo not given) | 13.9%
Cc1ccc(C)c(OCCCOc2ccc(Cl)cc2/C=N/NC(N)=O)c1 | 20.1%
Cc1cc(C(=O)Nc2ccc(Cl)cc2)on1 | ?
CCn1cc(S(=O)(=O)N2CC(F)(F)C[C@H]2c2nc(C)no2)cn1 | ?
COc1ccc(CNc2nc(-c3ccco3)nn2C(=O)CC(C)C)cc1 | -23.7%
CCOC(=O)c1sc2nc(C(C)N3CCCC3)[nH]c(=O)c2c1C (stereo not given) | ?
COc1cccc(C(=O)N2CCCC2c2nncn2CCN(C)C)c1C (stereo not given) | 50.8%[activator]
Fc1ccc(OCCC2CCNC2)cc1 (stereo not given) | -9.1%
COc1ccc(-c2nc(SCC(=O)c3ccc(Cl)cc3)n[nH]2)cc1 | 5.7%
Cc1c(C(=O)Nc2ccccc2)c2ccc(C(F)(F)F)cc2n1O | 8.2%
COCCOc1ccc2c(n1)CCN(C(=O)c1cccc(OC)c1)C2 | -17.4%
CCCOc1ccc(-c2nc(C#N)c(NCCCN(CC)CC)o2)cc1 | -4.1%
O=C(CCC1N=C2c3ccccc3N=C(SCC(=O)Nc3ccccc3F)N2C1=O)NCc1cccs1 (stereo not given) | 15.8%

The list goes on.
SMILES | KDM5B inhibitor
O=C([C@@H]1CNC[C@H](C(=O)N2CCC(c3ccncn3)CC2)C1)N1CCCC1 | 63.0%[activator]
CCOc1ccccc1NC(=O)Cn1c(C)cc(=O)n2nc(-c3cccs3)nc12 | ?
COc1cccc(NC(=O)C2CCC(CNS(=O)(=O)c3csc(C(N)=O)c3)CC2)c1 (stereo not given) | 8.4%
Cc1ccccc1Nc1sc(C(=O)c2ccc3c(c2)OCO3)c(N)c1S(=O)(=O)c1ccccc1 | ?
Cc1cccc(C)c1NC(=O)Cn1nc(C)c2sc3ccccc3c2c1=O | -23.0%
O=C(c1ccc(Cl)nc1)N1CCC2(C1)C(=O)N(CCc1ccccc1)c1ccccc12 (stereo not given) | 5.8%&4.6%
CCNC(=O)c1ccc2c(c1)OCCN(c1cccc(OC(F)(F)F)c1)C2 | -4.2%[86.2 µM]
CC(C)c1ccc(NC(=O)c2ccc3c(c2)NC(=O)CS3)cc1 | 17.1%
O=C(NCc1ccccc1)c1ccc(C(F)(F)F)cc1 | -7.3%
COc1ccc(CNC(=O)CCc2ccc3nc(NC(=O)C(C)C)sc3c2)cc1 | 19.8%
Nc1cccc(-c2cn3ccsc3n2)c1 | -22.5%
Cc1ccc(S(=O)(=O)NC[C@H]2OC[C@@H](NCc3ncc[nH]3)[C@@H]2O)cc1 | -24.0%[86.2 µM]
CCc1ccc(CCC(=O)N2CCCC2)cc1 | 2.3%
CS(=O)(=O)c1ccc(N2CCN(CC3(O)CNCCOC3)CC2)c(F)c1 (stereo not given) | -31.0%
COc1ccc(CNC(=O)CCc2ncc(-c3ccccc3)o2)cc1OC | 5.0%
CC(NC(=O)Cn1ncc2c3ccccc3n(Cc3ccc(F)cc3)c2c1=O)c1ccccc1 (stereo not given) | 9.0%
CC(=O)c1cccc(NC(=O)c2c(-c3ccccc3)c(-c3ccccc3)nn(C)c2=O)c1 | -5.5%
COC(=O)c1ccoc1COC(=O)c1ccc2c(c1)CCCC2 | -12.3%
CSc1cccc(NC(=O)Cn2c(=O)c(-c3noc(C)n3)c3n(c2=O)CCCCC3)c1 | 0.9%
O=C(NCc1nc(-c2cccs2)no1)c1ccc2c(c1)OCO2 | -10.8%
CCc1c(C(=O)c2ccc[nH]2)oc2ccc(Cl)cc12 | ?
CCC(CC)C(=O)N1CC(C(=O)NCCc2ccncc2)C2(CCOCC2)C1 (stereo not given) | -19.1%
CC(OC(=O)CCC(=O)c1cccs1)C(=O)NC1CCCCC1C (stereo not given) | 19.8%
COc1ccc(OC)c(CNC(=O)c2nn(-c3ccc(OC)c(Cl)c3)c(=O)c3c2c2ccccc2n3C)c1 | 1.0%
CCCCCCCCS(=O)(=O)CCCCC(=O)O | 16.9%
CN1C(=O)CO[C@H]2CCN(Cc3cccc(OC(F)(F)F)c3)CC[C@@H]21 | -26.1%[86.2 µM]
COC(=O)c1ccccc1NC(=O)Cn1c(-c2ccc(F)cc2)nc(C)cc1=O | ?
CSc1nc2sc3c(c2c(=O)n1Cc1ccccc1)CCC(C(C)(C)C)C3 (stereo not given) | 1.4%
CN(C)CCC(=O)N1Cc2ccccc2CC2(CCCCN2Cc2cccnc2)C1 (stereo not given) | 10.1%[115 µM]
C=CCNC(=O)NCC(=O)Nc1ccc(F)c(F)c1F | -4.0%
Cc1ccc(CNC(=O)CCS(=O)(=O)c2cc3c(cc2C)NC(=O)CO3)cc1 | -2.4%
Cc1ncnc(N2CCC3(CC2)CC(=O)N(CCCc2ccccc2)C3)c1C | 3.6%
O=C(CSc1nnc(-c2ccccc2F)o1)Nc1ccccc1Cl | 4.8%
COc1ccc(C)cc1NC(=O)C(=O)c1cn(CC(=O)N2CCCC2)c2ccccc12 | -10.1%
COCCOCc1nc(C2CCN(C(=O)C3(c4ccccc4)CC3)C2)no1 (stereo not given) | 11.8%
CN1CCN(C(=O)Cn2c(-c3cccs3)cc3cc(Cl)ccc32)CC1 | ?
Cn1c(=O)c2c(nc(SCC(=O)Nc3ccccc3F)n2Cc2ccccc2)n(C)c1=O | -9.3%
O=c1c2nc(-c3ccc4c(c3)OCO4)ccc2ncn1Cc1ccccn1 | ?
CC(=O)N[C@@H]1CN(Cc2cn[nH]c2-c2ccc(F)cc2)C[C@H]1CO | -15.1%
O=C(c1ccnc(-c2cncnc2)c1)N1CCCC1 | 17.2%
CN(C)c1ccc(/C=C/c2noc(-c3ccccc3O)n2)cc1 | -28.8%
CN(C1CCCCC1)S(=O)(=O)c1ccc2c(c1)c(=O)n(CC(=O)N1CCCCCC1)c(=O)n2C | 0.5%
CCOc1ccc(NC(=O)CC2C(=O)NCCN2C(=O)Nc2ccccc2)cc1 (stereo not given) | ?
O=C(NCC12CCC=C1N(CC1CC1)C(=O)CC2)c1ccncc1 (stereo not given) | -17.9%
CN1CCC2(Cc3ccccc3CN(C(=O)c3ccc(Cl)cc3)C2)C1 (stereo not given) | -7.6%[115 µM]
CN(C)c1ccc(C(=S)N2CCN(c3ccc([N+](=O)[O-])cc3)CC2)cc1 | ?
CCC(=O)N1CCCc2cc(S(=O)(=O)N3CCC(C(=O)NCc4ccc(F)cc4)CC3)ccc21 | -12.4%
Cc1ccc2cc(C(=O)N3CCCC(CNS(C)(=O)=O)C3)[nH]c2c1 (stereo not given) | 10.6%
CONC(=O)COc1ccc(Nc2ccccc2)cc1 | 10.7%
CCSc1nnc2c(n1)OC(c1cc(OC)c(OC)c(OC)c1)Nc1ccccc1-2 (stereo not given) | 5.3%
COCCCNC(=O)c1c(C)nn(-c2ccc(F)cc2)c1-n1cccc1 | -17.3%
COc1ccc(C2Cn3nnc(-c4nc(-c5ccc(Cl)cc5)no4)c3CO2)cc1 (stereo not given) | 10.1%
COc1ccc(-c2noc(CN(C(C)C)S(=O)(=O)c3ccc(Br)cc3)n2)cc1 | -1.4%
O=C(/C=C/c1ccc(Cl)c(Cl)c1)Nc1cccnc1 | -0.4%
